Statin myotox sup: protects C2C12 myotubes from simvastatin toxicity; ATP luminescence, 48 h; scaled: DMSO 0, geranylgeraniol control 100; rescue of ATP level, % at 7.49 µM; actives 0.78% (n = 330,000); AID 602340;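 active means mean ATP rescue above about 67%, or every replicate alone reaching that limit, limit read from the data, passing the limit was not always enough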;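 further: myotubes were challenged with 10 µM simvastatin during compound exposure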
esBAF inh: inhibitors of esBAF chromatin remodeling in mouse ES cells | Bmi1-luciferase knock-in reporter, 24 h; 100% = twice the neutral-well signal | reporter increase, % at 12.5 µM | actives 2% (n = 350,000); in the data active means activation above about 40%;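 further: 0% = median of the plate's neutral control wells and 100% = double that signal; a rise in the Bmi1 reporter signal indicates esBAF inhibition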
SIRT5 block: sirtuin-5 (human) deacylase inhibition | Purified SirT5, succinyl-peptide AMC, trypsin-coupled fluorescence | actives 1.1% (n = 330,000) | Q9NXA8 | inhibition, % at 15 µM; in the data active means inhibition above about 15%
Target sequence (Q9NXA8 whole entry, looked up): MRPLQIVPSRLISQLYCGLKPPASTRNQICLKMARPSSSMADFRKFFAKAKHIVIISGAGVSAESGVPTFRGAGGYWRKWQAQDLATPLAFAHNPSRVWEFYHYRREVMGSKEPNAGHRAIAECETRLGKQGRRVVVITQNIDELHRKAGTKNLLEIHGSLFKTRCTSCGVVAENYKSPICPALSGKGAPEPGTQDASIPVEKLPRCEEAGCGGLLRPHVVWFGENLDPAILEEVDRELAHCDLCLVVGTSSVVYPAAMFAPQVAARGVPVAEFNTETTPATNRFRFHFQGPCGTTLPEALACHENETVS
ERp5 block: blocks human ERp5 reductase activity on insulin; Q15084; ERp5 insulin aggregation, absorbance 650 nm, 90 min; inhibition, % at 9.99 µM; actives 0.05% (n = 350,000);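 active means mean replicate inhibition above about 25%, with every replicate also reaching it, limit read from the data, passing the limit was not always enough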
Target sequence (Q15084 whole entry, looked up): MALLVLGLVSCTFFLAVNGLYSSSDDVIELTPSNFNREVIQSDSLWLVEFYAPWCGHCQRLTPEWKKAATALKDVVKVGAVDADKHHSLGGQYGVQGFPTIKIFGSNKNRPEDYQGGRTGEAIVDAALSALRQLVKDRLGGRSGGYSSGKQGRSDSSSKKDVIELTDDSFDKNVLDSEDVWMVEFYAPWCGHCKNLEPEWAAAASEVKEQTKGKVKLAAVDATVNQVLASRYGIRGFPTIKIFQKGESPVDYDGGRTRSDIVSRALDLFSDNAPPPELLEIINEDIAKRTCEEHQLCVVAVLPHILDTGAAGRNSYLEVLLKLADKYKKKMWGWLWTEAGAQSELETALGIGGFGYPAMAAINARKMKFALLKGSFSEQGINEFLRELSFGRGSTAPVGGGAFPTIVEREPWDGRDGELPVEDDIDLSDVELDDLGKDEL
Cneo AK release: Cryptococcus neoformans lysis via adenylate kinase release; C. neoformans lysis, adenylate kinase release luminescence, 4 h; normalised: neutral wells 0, clomiphene wells 100; actives 0.2% (n = 360,000); lysis activity, % at 15 µM;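 active means mean lysis activity across replicates of at least 80%, whatever share of replicates individually reach that level; inactive means mean lysis activity below 80%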
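Assay system: C. neoformans cells. Amount: yeast cell density of 5 × 10^6 cells/mL. Technique: AK luminescence. Buffer or medium: YPD. Times: static 4 h at 37 °C with compound, 1 h detection. Dosing: single-point compound dose. Read-out: lysis from increased AK signal.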
miR-122 sensor: blocks miR-122 activity in Huh7 sensor cells. activation (reporter increase), % at 12.5 µM. actives 0.3% (n = 340,000). Huh7 miR-122 Renilla luciferase sensor, 48 h; neutral wells = 0, positive control = 100. AID 602342;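 active means mean replicate activation score at least 90 and every replicate individually at or above 90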;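 further: higher luciferase means less miR-122 activity so hits act as miR-122 inhibitors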
ARNT-TACC3 inh: ARNT/TACC3 interaction disruption | AlphaScreen His-ARNT PAS-B/GST-TACC3 binding, luminescence; TACC3 fragment carries E629A point mutation | Q9Y6A5 | AID 623870 | actives 0.66% (n = 390,000) | inhibition, % at 9.99 µM;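 active means mean inhibition of replicates at least 50% and at least half of replicates each reaching 50%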;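 further: 0% = complete ARNT plus TACC3 wells and 100% = ARNT alone without TACC3; many hits fall short of the cut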
* marks the source's active call; other numbers are inactive results; nt = no result given; [ ] = remark or other dose.

Molecule,esBAF inh,ARNT-TACC3 inh,ERp5 block,miR-122 sensor,Statin myotox sup,SIRT5 block,Cneo AK release
CC(=O)c1c(C)[nH]c(C(=O)OCC(=O)c2ccc(Br)cc2)c1C,-2.9,nt,-2.1,9.1,-13.3,-8.7,-1.9
CCC(=O)N1CC[C@@H]2[C@@H](CO)N(C)c3ccc(-c4cccc(F)c4)cc3[C@@H]21,-5.2,8.8,nt,15.5[16.7 µM],28.3,nt,0.9
COc1ccc(-n2c(=O)c3ccccc3n(CC(=O)NCc3ccco3)c2=O)cc1,nt,-1.2,-3.2,-1.1,nt,-3.9,-2.0
O=C(Nc1cccc(-c2ccc3nncn3n2)c1)C(F)(F)F,-4.7,2.6,-0.3,-5.6,1.5,0.0,-0.3
COc1cc(C2C3C(=O)N(c4ccccc4)C(=O)C3ON2c2ccccc2)cc(OC)c1OC (configuration not stated),1.4,-9.7,nt,-3.9,19.8,nt,9.0
CC(=O)N[C@@H]1CC[C@@H](CCNC(=O)C2CCC2)O[C@H]1CO,-1.4,20.4,-24.9,nt,1.7,7.9,-0.6
COc1ccc(NC(=O)COC(=O)c2cc3c(s2)CCC3)cc1,-5.3,-5.4,0.1,nt,2.7,-0.4,1.2
COc1ccc(Cc2nc3ccc(C(=O)N4CCCC4)cc3o2)cc1,70.5*,1.4,5.1,-3.1,11.4,2.5,-4.2
CO[C@@H]1CC[C@@H]2CCOc3ccc(C#N)cc3C(=O)N(C)C[C@@H](c3ccccc3)CC(=O)N(C)C[C@@H]1O2,-2.4,-4.8,nt,nt,-7.7,nt,1.1
COc1ccc(CCNC(=O)C(=O)NCC2CCCO2)cc1 (configuration not stated),2.5,-5.8,nt,1.0,-1.3,nt,-14.9
O=C(/C=C/c1ccc(F)cc1)NCCCn1ccnc1,-3.4,4.2,0.0,-0.7,6.1,7.8,-2.0
Cc1ccccc1S(=O)(=O)N(C)C[C@H]1OCc2cn(nn2)CCCC(=O)N([C@@H](C)CO)C[C@H]1C,-0.3,nt,nt,4.0[16.7 µM],8.0,nt,nt
Cc1noc(C)c1S(=O)(=O)Nc1ccc2c(c1)C(=O)N([C@H](C)CO)C[C@H](C)[C@H](CN(C)C(=O)Nc1ccccc1)O2,3.4,-3.2,-4.5,3.9[16.7 µM],nt,3.2,0.6
Cn1c2ccc(Cl)cc2c2nc3ccccc3nc21,12.6,14.4,12.6,9.7,7.4,0.4,-2.7
Brc1c(CSc2nncc3ccccc23)nc2ccccn12,-3.0,-9.0,-9.3,-5.5,3.2,-4.3,3.1
Cc1csc(CNC(=O)CC2C(=O)NCCN2Cc2ccc(F)cc2Cl)n1 (configuration not stated),-3.0,-3.3,6.2,10.7,2.3,1.2,-0.2
O=C(Nc1cccc(S(=O)(=O)C(F)F)c1)c1ccc(S(=O)(=O)N2CCCCC2)cc1,4.9,4.2,3.5,-7.9,-0.6,-1.6,4.9
CNc1oc(-c2ccc(OCc3ccccc3)cc2)nc1C#N,68.9*,-9.3,nt,-15.9,14.7,nt,nt
CC(C)NC(=O)N(C)C[C@@H]1Oc2c(NC(=O)Nc3ccc(C(F)(F)F)cc3)cccc2C(=O)N([C@@H](C)CO)C[C@@H]1C,15.8,11.2,-2.8,8.9[16.7 µM],10.9,-2.2,-11.3
CC1=C(C(=O)O)N2C(=O)C(NC(=O)c3c(F)cccc3F)C2SC1 (configuration not stated),-4.0,-4.5,5.2,nt,-1.0,0.0,0.3
CC(CCc1ccccc1)NC(=O)CN1CCN(c2ccccc2)CC1 (configuration not stated),-3.7,-3.6,-1.9,-6.7,3.7,-3.1,2.9
Cc1ccc(C(=O)COC(=O)CCCC(=O)NC2CCCCC2)cc1[N+](=O)[O-],4.8,-0.5,nt,-4.3,-6.8,nt,-2.5
CC(NC(=O)CNC(=S)N(Cc1ccccc1)Cc1cccnc1)c1ccccc1 (configuration not stated),nt,-2.1,4.0,nt,nt,-3.9,-0.1
Cn1cccc1Cc1nnc(SCC(=O)Nc2ccc(F)cc2)n1-c1ccc(F)cc1,-1.7,nt,-0.4,-0.1,-2.6,-0.8,3.9
CCNC(=S)NCc1ccc2[nH]c(C)cc2c1,7.6,-9.0,-1.5,-5.5,10.9,1.1,-0.1
CCCc1nnc(NC(=O)CSc2ncn[nH]2)s1,-1.9,nt,nt,-0.3,-5.8,nt,-1.1
O=C(Cn1cnc2ccccc2c1=O)c1ccc(OC(F)F)cc1,14.0,nt,-0.9,-3.0,3.1,-2.3,-0.5
COc1ccc(NC(=O)c2ccc([N+](=O)[O-])o2)cc1,30.0,4.9,-5.8,-7.9,21.1,-5.4,-0.9
O=C(O)c1ccccc1-c1ccccc1C(=O)Nc1ccc2c(c1)[nH]c(=O)c1ccccc12,-1.9,47.0*,-0.8,-5.8,-8.5,9.2,-1.2
COc1cc(C(=O)Nc2ccc3nc4n(c(=O)c3c2)CCCCC4)cc(OC)c1OC,3.6,9.4,6.2,-0.3,-30.1,-0.3,-4.4
COc1ccccc1S(=O)(=O)N(C)C[C@@H]1OCc2ccccc2-c2ccccc2C(=O)N([C@@H](C)CO)C[C@@H]1C,0.0,4.6,-4.8,nt,nt,-4.5,-3.1
COc1ccc(C#Cc2ccc3c(c2)O[C@H](CN(C)C(=O)c2ccccn2)[C@@H](C)CN([C@@H](C)CO)S3(=O)=O)cc1,1.5,10.7,11.6,77.5[16.7 µM],2.6,5.4,-4.1
N#Cc1c(OCC(=O)c2ccccc2)nc2c(c1-c1ccco1)CCc1ccccc1-2,-18.0,-2.1,nt,4.8,11.5,nt,-0.2
COc1cccc(NC(=O)CN2C(=O)CSc3ccc(S(=O)(=O)N4CCC(C)CC4)cc32)c1,-16.1,-21.4,4.7,7.5,16.5,-3.7,-0.9
CCCNC(=O)N1C[C@H]2[C@@H](c3ccccc31)[C@H](CO)N2CC1CCCC1,-0.9,-14.3,-1.2,-20.0[16.7 µM],0.1,2.5,-2.9
CCCN(CCC)CCCNC(=O)CN1C(=O)CSc2ccc(S(=O)(=O)N3CCOCC3)cc21,nt,-7.6,-9.9,nt,nt,-2.4,nt
COc1ccc(NC(=O)N2CCCCN3[C@H](C2)[C@H](c2ccc(C4=CCCC4)cc2)[C@@H]3CO)cc1,nt,nt,-0.4,3.9[16.7 µM],nt,4.8,1.0
NC(=O)NC(=O)C(OC(=O)CCNS(=O)(=O)c1ccccc1)c1ccccc1 (configuration not stated),nt,-2.1,-1.1,nt,nt,-0.6,nt
C[C@H]1CCCCO[C@@H](CN(C)Cc2ccccc2)[C@@H](C)CN([C@@H](C)CO)C(=O)c2cc(NC(=O)Cc3ccccc3)ccc2O1,-2.8,2.5,-2.6,-1.9[16.7 µM],nt,2.6,2.1
COCCn1c(SCC(=O)N2CCc3ccccc32)nc2c(c1=O)SC(C)C2 (configuration not stated),5.5,-0.2,10.9,-5.3,1.2,-0.1,1.9
CCN(C[C@H]1[C@H](c2ccccc2)[C@H](CO)N1C(C)=O)C(=O)NC1CCCC1,3.6,7.4,-0.6,-16.7[16.7 µM],13.2,3.7,3.2
CCNC(=O)[C@H]1[C@H](CO)[C@H]2Cn3c(ccc(-c4ccccc4F)c3=O)[C@@H]1N2C(=O)CC,3.2,-8.5,6.8,1.3[16.7 µM],8.9,-13.6,-1.1
COc1ccc(S(=O)(=O)N[C@@H]2CC[C@H](CC(=O)NCc3ccccc3F)O[C@H]2CO)cc1,4.0,-8.6,-1.2,nt,6.7,-1.6,4.7
Cc1ccc2c(c1)cc(CN(CCc1ccccc1)C(=O)N1CCOCC1)c1nnnn12,1.3,-4.9,nt,-6.4,0.4,nt,-0.6
CCc1nc2ccc(C(=O)NCCc3c[nH]c4ccccc34)cn2c1N(C)CCCc1ccccc1,-5.1,nt,0.3,2.0,27.9,0.1,-1.5
O=C(CN(C1CCCCC1)S(=O)(=O)c1ccc(F)cc1)NCCCO,-0.8,-5.3,nt,3.8,-11.5,nt,0.5
O=C(C[C@@H]1CC[C@@H]2[C@H](COC[C@H](O)CN2S(=O)(=O)c2cccc(Cl)c2)O1)N1CCCCC1,-3.1,-4.6,nt,-3.0[16.7 µM],12.7,nt,0.8
C[C@H]1CN([C@@H](C)CO)C(=O)c2cc(C#CC(C)(C)O)cnc2O[C@@H]1CN(C)C(=O)C1CCCCC1,3.0,nt,nt,-2.7[16.7 µM],-16.3,nt,nt

Continued; the last six above are carried over.
Molecule,esBAF inh,ARNT-TACC3 inh,ERp5 block,miR-122 sensor,Statin myotox sup,SIRT5 block,Cneo AK release
COc1ccc(S(=O)(=O)N[C@@H]2CC[C@H](CC(=O)NCc3ccccc3F)O[C@H]2CO)cc1,4.0,-8.6,-1.2,nt,6.7,-1.6,4.7
Cc1ccc2c(c1)cc(CN(CCc1ccccc1)C(=O)N1CCOCC1)c1nnnn12,1.3,-4.9,nt,-6.4,0.4,nt,-0.6
CCc1nc2ccc(C(=O)NCCc3c[nH]c4ccccc34)cn2c1N(C)CCCc1ccccc1,-5.1,nt,0.3,2.0,27.9,0.1,-1.5
O=C(CN(C1CCCCC1)S(=O)(=O)c1ccc(F)cc1)NCCCO,-0.8,-5.3,nt,3.8,-11.5,nt,0.5
O=C(C[C@@H]1CC[C@@H]2[C@H](COC[C@H](O)CN2S(=O)(=O)c2cccc(Cl)c2)O1)N1CCCCC1,-3.1,-4.6,nt,-3.0[16.7 µM],12.7,nt,0.8
C[C@H]1CN([C@@H](C)CO)C(=O)c2cc(C#CC(C)(C)O)cnc2O[C@@H]1CN(C)C(=O)C1CCCCC1,3.0,nt,nt,-2.7[16.7 µM],-16.3,nt,nt
Cc1cc(C(=O)C(C)OC(=O)C2=NNC(=O)CC2)c(C)n1-c1ccc(OC(F)F)cc1 (configuration not stated),12.2,3.1,nt,-3.2,nt,nt,1.7
Cc1cc(C(=O)COC(=O)c2n[nH]c3ccccc23)c(C)n1CC1CCCO1 (configuration not stated),-22.6,2.1,nt,-2.4,12.0,nt,-8.3
O=S(=O)(NCc1nc2ccccc2[nH]1)c1ccccc1,-3.5,-1.4,11.4,-2.4,-2.0,-4.0,1.5
Cn1c(=O)c(=O)n(C)c2cc(N3CCOCC3)c(NS(=O)(=O)c3ccc(Br)cc3)cc21,-4.9,3.6,6.5,-2.5,-2.7,2.3,0.0
CCOC(=O)NC(=S)Nc1ccc(C(C)(C)C)cc1,nt,-9.2,-2.1,-5.9,nt,1.0,172.8*
CCOC(=O)c1cc(C)sc1NC(=O)CSc1nccn1C,-2.1,15.4,1.9,nt,7.1,4.3,0.4
Cc1cccc(-c2nc(CS(=O)CC(=O)NCCCSC3CCCCC3)c(C)o2)c1 (configuration not stated),-5.8,-26.9,nt,-4.6,4.4,nt,-0.7
Cc1nc(SCC(=O)N2CCc3ccccc3C2)c2c(C)c(C)sc2n1,21.0,6.4,nt,-10.9,nt,nt,4.2
COc1cc(C2CC(=O)Oc3c(C(CCN4CCCC(C)C4)c4ccc(N(C)C)cc4)c(OC)cc(OC)c32)cc(OC)c1OC (configuration not stated),7.8,28.5,4.8,1.3,11.8,-0.3,1.4
CN(Cc1ccc2c(c1)CCCN2C)C(=O)[C@H]1O[C@@H](n2cnc3c(N)ncnc32)[C@H](O)[C@@H]1O,-2.8,nt,0.2,3.8,-1.1,-2.8,0.4
CCN(CC(=O)Nc1c(F)cccc1F)C(=O)c1cn2ccccc2n1,0.9,nt,-7.3,nt,-0.9,-1.3,nt
Cc1cc(C)c2c(CC(=O)NC(C)C)coc2c1,nt,-1.6,-3.4,nt,nt,-1.4,nt
